TRHR ag – TRH receptor (human) agonism; P34981; TRHR cells, calcium flux fluo-8, FDSS agonist mode; 360,000 compounds, 0.18% hits; activation, % at 2 µM; in the data active = activation above about 30%; also: 0% is about no effect
Target sequence (P34981 whole entry, looked up): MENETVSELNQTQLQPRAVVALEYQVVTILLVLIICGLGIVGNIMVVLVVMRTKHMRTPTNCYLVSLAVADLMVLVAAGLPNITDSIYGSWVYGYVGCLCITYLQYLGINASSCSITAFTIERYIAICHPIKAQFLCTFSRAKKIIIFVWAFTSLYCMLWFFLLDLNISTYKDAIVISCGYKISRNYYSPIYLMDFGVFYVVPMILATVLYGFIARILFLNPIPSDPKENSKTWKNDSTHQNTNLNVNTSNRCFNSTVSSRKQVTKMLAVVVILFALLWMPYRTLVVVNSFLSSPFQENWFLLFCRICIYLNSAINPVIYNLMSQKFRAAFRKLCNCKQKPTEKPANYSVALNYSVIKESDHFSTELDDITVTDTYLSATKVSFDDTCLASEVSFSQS
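Fluo-8-loaded TRHR cells; 10 s baseline, compound added, kinetic Ca2+ fluorescence read 1/s, agonist mode.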
mIDH1 inhibitor – blocks human mutant IDH1 R132H enzyme; O75874; IDH1-R132H enzyme, NADPH consumption, diaphorase/resazurin fluorescence; Potency, µM (top dose mostly 76.6 µM), for the others: at the highest dose activity change, negative = inhibition, hits mostly inhibitors; 390,000 compounds, 0.093% hits; also: potency is read from the fitted curve at half-maximal effect; % is scaled to controls: 0 for no effect and ±100 for the full control effect; nearly all actives have a fitted effect of over 65% in size
Target sequence (O75874 whole entry R132H, stated change not applied): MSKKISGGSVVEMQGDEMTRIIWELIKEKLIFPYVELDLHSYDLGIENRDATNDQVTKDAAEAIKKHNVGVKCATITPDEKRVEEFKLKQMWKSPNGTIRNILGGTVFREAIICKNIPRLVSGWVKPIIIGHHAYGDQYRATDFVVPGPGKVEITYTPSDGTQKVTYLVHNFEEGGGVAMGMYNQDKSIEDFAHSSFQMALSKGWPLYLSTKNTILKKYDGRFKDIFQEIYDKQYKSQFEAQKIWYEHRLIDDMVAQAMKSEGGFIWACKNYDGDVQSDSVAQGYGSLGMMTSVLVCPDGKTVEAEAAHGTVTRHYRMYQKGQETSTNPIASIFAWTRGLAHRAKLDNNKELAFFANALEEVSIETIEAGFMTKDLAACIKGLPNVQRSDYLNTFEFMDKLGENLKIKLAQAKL
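IDH1-R132H (0.5 ug/mL) preincubated 30 min with compound, then NADPH (0.016 mM) and alpha-KG (2 mM) added; 80 min at RT, pH 7.5. Remaining NADPH coupled via diaphorase/resazurin to fluorescence (540/590 nm); concentration-response curves normalized to no-enzyme control.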
TrxR1 substrate – rat thioredoxin reductase 1 substrate activity. O89049. purified TrxR1 substrate turnover, NADPH consumption readout. Potency, µM (highest dose often 114 µM), for inactives: at the highest dose activity change, negative = substrate turnover. 390,000 compounds, 0.01% hits; also: potency is read from the fitted curve at half-maximal effect; % is scaled to controls: 0 for no effect and ±100 for the full control effect; nearly all actives have a fitted effect of over 50% in size
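Rat TrxR1, dispensed at 90 nM, was prereduced with 400 uM NADPH (final) for 5 min at ~22 deg C, then incubated with compound 15 min before 400 uM selenite. A first-read NADPH fluorescence drop versus no-compound background flagged substrates.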
D2 ag – activates the human D2 dopamine receptor; AID 485358; 340,000 compounds, 0.53% hits; HEK293 T-REx D2 cells, calcium flux agonist mode; activation, % at 2 µM;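 active = activation over 3 SD above normal in the single-dose calcium agonist read, cut at about 30% in these data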; also: 0% is about no effect
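Agonism is scored from calcium flux in a force-coupled, inducible HEK293 cell line expressing D2, read kinetically for 180 s after compound addition against dopamine controls.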
D2 antagonist – D2 dopamine receptor (human) antagonism. P14416. HEK293 TREx D2 cells, calcium flux, dopamine EC80. inhibition, % at 10 µM. 340,000 compounds, 2% hits; in the data active = inhibition above about 30%; also: 0% is about no effect
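Cells plated overnight at 30 C with tetracycline; no-wash calcium dye, 30–90 min RT; 10 s baseline; compound pinned; 180 s read; EC80 dopamine added; another 180 s read.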
USP1 inh – inhibitors of human USP1/UAF1 deubiquitinase; 390,000 compounds, 0.23% hits; Potency, µM (doses to about 57.1 µM), for the others: top-dose activity change, negative = inhibition, most hits filed as inhibitors; AID 743255; recombinant USP1/UAF1, Ub-Rhodamine cleavage fluorescence; also: potency is read from the fitted curve at half-maximal effect; % is scaled to controls: 0 for no effect and ±100 for the full control effect; nearly all actives have a fitted effect of over 60% in size; inactives centre near -12
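1 nM enzyme complex + cpd, 15 min RT; start with Ub-Rho 150nM final; kinetic fluorescence ex 480/em 540, 6 reads q60 s. Buffer 50mM HEPES pH 7.8, 0.5mM EDTA, 0.1 mg/ml BSA, 1mM TCEP, 0.01% Tween-20.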
Pin1 inh – inhibitors of human Pin1 | Q13526 | Pin1 FP peptide displacement, HiFluor488, 10 min | Potency, µM (doses to about 115 µM), for inactives: at the top dose activity, negative = inhibition, most hits filed as inhibitors | 390,000 compounds, 0.009% hits | AID 504891; active = well fitted inhibition curve with a large enough effect in the polarisation, with a control signal flat, not every such curve was filed as active; inconclusive = small, poorly fitted or top-dose-only effect, or effect the other way, or a change in a side signal; inactive = no such curve, though single readings can be large or run the other way; the % refers to the polarisation; also: potency is read from the fitted curve at half-maximal effect; % is scaled to controls: 0 for no effect and ±100 for the full control effect
Target sequence (Q13526 whole entry, looked up): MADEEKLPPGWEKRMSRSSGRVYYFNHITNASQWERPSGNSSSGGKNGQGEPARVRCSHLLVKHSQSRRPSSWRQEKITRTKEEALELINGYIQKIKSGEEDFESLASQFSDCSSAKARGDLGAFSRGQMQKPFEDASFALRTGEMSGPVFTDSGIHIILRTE
TrxR1 inh – blocks rat thioredoxin reductase 1; AID 588453; 390,000 compounds, 1% hits; O89049; Potency, µM (titrated, usually from 114 µM), inactives show at the highest dose activity change, negative = inhibition, usual class: inhibitors; recombinant rTrxR1, NADPH fluorescence consumption, selenite substrate; also: potency is read from the fitted curve at half-maximal effect; % is scaled to controls: 0 for no effect and ±100 for the full control effect; nearly all actives have a fitted effect of over 65% in size
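Rat TrxR1 (90 nM in the dispensed reagent) was pre-reduced with 400 uM NADPH for 5 min at room temperature, then incubated with compound for 15 min. After 400 uM selenite was added, NADPH fluorescence (Ex 340/Em 450 nm) was followed for 8 min.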
TRHR enhancer – allosterically enhances the human TRH receptor. P34981. TRHR cells, fluo-8 calcium fluorescence, EC20 TRH enhancement. enhancement, % at 2 µM. 360,000 compounds, 0.66% hits; in the data active = enhancement above about 30%; also: 0% is about no effect
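Enhancer read-out: after compound pinning and an initial kinetic agonist-mode read, an EC20 of TRH (10 nM final) was injected and fluo-8 calcium signal (Ex 480/Em 530) followed at 1 s/cycle for 100 cycles in TRHR-expressing cells.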
* hit, by the source's call; & = joins results of further samples; [ ] = another dose, or the depositor's remark. Unless noted, calls follow the shape of the dose curve; as a rule, active = well fitted inhibition curve with a large enough effect; inconclusive = small, poorly fitted or top-dose-only effect; inactive = no such curve, though single readings can be large or run the other way. Some of the compounds tested. The share of hits here may be higher or lower than overall.

How did O=C(CSc1nnnn1-c1cccc(F)c1)Nc1nc2ccccc2s1 do in these assays?
TRHR ag: 0.9; mIDH1 inhibitor: 1.9%; TrxR1 substrate: -2.7%; D2 ag: 0.7; D2 antagonist: 18.0; USP1 inh: -17.9%; Pin1 inh: -1.6%; TrxR1 inh: -10.3%; TRHR enhancer: -3.1

What do the screens show for `COC(=O)Cc1ccc(NC(=S)NCc2ccccc2Cl)cc1`?
TRHR ag: 0.0; mIDH1 inhibitor: 11.3%; TrxR1 substrate: -0.3%; D2 ag: 0.8; D2 antagonist: 11.3; USP1 inh: -17.5%; Pin1 inh: -0.4%; TrxR1 inh: -11.6%; TRHR enhancer: -1.1

What do the screens show for `CCOC(=O)[C@H](CCc1ccccc1)N[C@@H](C)C(=O)N1C(C(=O)O)C[C@@H]2CCC[C@@H]21` (stereo not given in full)?
TRHR ag: -0.6; mIDH1 inhibitor: -3.8%; TrxR1 substrate: 2.6%; D2 ag: 0.3; D2 antagonist: -16.4; USP1 inh: -21.7%; Pin1 inh: 0.0%; TrxR1 inh: 5.2%; TRHR enhancer: 1.7

What do the screens show for `O=C(CSC1=Nc2ccccc2C2=NC(Cc3ccccc3)C(=O)N12)Nc1ccccc1` (stereo not given)?
TRHR ag: 0.0; mIDH1 inhibitor: -4.5%; TrxR1 substrate: 0.8%[57.1 µM]; D2 ag: 0.9; USP1 inh: -18.8%; Pin1 inh: -1.7%; TrxR1 inh: 6.6%[57.1 µM]; TRHR enhancer: -3.1

How did CCOC(=O)CNC(=O)Cn1cnc2c(nnn2-c2ccc(OC)cc2)c1=O do in these assays?
TRHR ag: 0.3; mIDH1 inhibitor: -14.8%; TrxR1 substrate: -8.8%; D2 ag: 0.9; D2 antagonist: -9.4; USP1 inh: -23.4%; Pin1 inh: 2.6%; TrxR1 inh: 6.0%[57.1 µM]; TRHR enhancer: -2.6

Results for O=C(COC(=O)c1ccccc1)Nc1ccc2[nH]c(=O)[nH]c2c1 ?
TRHR ag: 0.7; mIDH1 inhibitor: 6.4%; TrxR1 substrate: -4.1%[57.1 µM]; USP1 inh: -6.2%; Pin1 inh: -0.7%; TrxR1 inh: 4.4%; TRHR enhancer: 5.4

How did CCn1c(N)c(C(=O)NC2CCCCC2)sc1=S do in these assays?
TRHR ag: -0.6; mIDH1 inhibitor: 7.4%; TrxR1 substrate: -3.8%; D2 ag: 0.7; D2 antagonist: 8.9; USP1 inh: 2.5%; Pin1 inh: 0.4%; TrxR1 inh: 5.5%; TRHR enhancer: 0.7

What do the screens show for `COc1ccc(-c2nn(C)c3sc(C(=O)NCCN(C)C)cc23)cc1OC`?
TRHR ag: -0.4&-0.2; mIDH1 inhibitor: -9.3%&16.0%; TrxR1 substrate: -6.7%&-0.1%; D2 ag: -0.1; USP1 inh: inconclusive; Pin1 inh: inconclusive; TrxR1 inh: -1.2%&6.3%; TRHR enhancer: -3.6&2.3

How did CC(C)(C)c1ccc2c(c1)OC(C(=O)N/N=C\c1ccncc1)CO2 (stereo not given) do in these assays?
TRHR ag: 0.8; mIDH1 inhibitor: 3.5%; TrxR1 substrate: 8.5%[57.1 µM]; D2 ag: 4.1; D2 antagonist: 3.1; USP1 inh: -22.0%; Pin1 inh: -0.8%; TrxR1 inh: 29.8%[57.1 µM]; TRHR enhancer: -0.5

Results for Cc1csc(NC(=O)c2cc(-c3ccccc3)nc3ccccc23)n1 ?
TRHR ag: 0.0; mIDH1 inhibitor: 0.5%; TrxR1 substrate: -11.7%; D2 ag: 0.5; D2 antagonist: 9.8; USP1 inh: -4.1%; Pin1 inh: 21.5%; TrxR1 inh: -14.8%; TRHR enhancer: -2.0

How did CCOC(=O)c1c(NC(=O)c2ccc(S(=O)(=O)N(C)C)cc2)sc2c1CCN(C)C2 do in these assays?
TRHR ag: 0.5; mIDH1 inhibitor: -13.1%; TrxR1 substrate: 5.3%[57.1 µM]; D2 ag: 0.7; USP1 inh: inconclusive; Pin1 inh: inconclusive; TrxR1 inh: 12.8%[57.1 µM]; TRHR enhancer: 2.8

How did CC1(C)CC(=O)c2cc3c(N)c(C(=O)NCc4ccccc4)sc3nc2C1 do in these assays?
TRHR ag: -1.7; mIDH1 inhibitor: 0.0%; TrxR1 substrate: -2.6%; D2 ag: -0.1; D2 antagonist: -8.9; USP1 inh: -23.6%; Pin1 inh: -6.3%; TrxR1 inh: -3.8%; TRHR enhancer: 8.2

How did O=C(C1CC(=O)N(C2CCCCC2)C1)N1CCN(c2cccc(C(F)(F)F)c2)CC1 (stereo not given) do in these assays?
TRHR ag: -0.2; mIDH1 inhibitor: -2.9%; TrxR1 substrate: 0.4%; D2 ag: 0.6; D2 antagonist: -20.3; USP1 inh: -22.2%; Pin1 inh: -3.0%; TrxR1 inh: -4.1%; TRHR enhancer: -5.1

How did Cc1cc(C([O-])=C(C(=S)Nc2ccc(F)cc2)[n+]2ccccc2)c(C)n1-c1ccc(F)cc1 do in these assays?
mIDH1 inhibitor: 6.0%; TrxR1 substrate: -9.4%; USP1 inh: -17.6%; Pin1 inh: 9.8%; TrxR1 inh: -25.0%

How did c1ccc(-c2csc(-n3cccn3)n2)cc1 do in these assays?
TRHR ag: -0.3; mIDH1 inhibitor: -4.0%; TrxR1 substrate: 9.0%[57.1 µM]; D2 ag: 0.6; D2 antagonist: -7.9; USP1 inh: 1.1%; Pin1 inh: 3.8%; TrxR1 inh: 16.3%[57.1 µM]; TRHR enhancer: 1.1

Results for COc1ccc(/C=C2\SC(=S)N(CCCC(=O)Nc3ccc(C(=O)O)cc3)C2=O)cc1OC ?
TRHR ag: 1.9; mIDH1 inhibitor: -2.0%; TrxR1 substrate: -23.4%; D2 ag: 4.0; D2 antagonist: 12.1; USP1 inh: -7.1%; Pin1 inh: inconclusive; TrxR1 inh: inconclusive; TRHR enhancer: 6.6

How did COc1cc(/C=C/C(=O)O)cc(S(=O)(=O)N(CC(C)C)CC(C)C)c1OC do in these assays?
TRHR ag: 0.4; mIDH1 inhibitor: -5.8%; TrxR1 substrate: 1.9%[57.1 µM]; D2 ag: 2.9; D2 antagonist: 11.2; USP1 inh: inconclusive; Pin1 inh: 0.7%; TrxR1 inh: 4.4%[57.1 µM]; TRHR enhancer: -0.4

What do the screens show for `CCOC(=O)N1CCN(C(=O)CNC(=O)C23CC4CC(CC(C4)C2)C3)CC1`?
TRHR ag: 0.8; mIDH1 inhibitor: -4.4%; TrxR1 substrate: -9.8%; D2 ag: 0.4; D2 antagonist: -4.5; USP1 inh: 8.2%; Pin1 inh: 0.2%; TrxR1 inh: -13.0%; TRHR enhancer: 29.0

Results for Cc1cc(=O)oc2cc(NC(=O)c3ccnn3C)ccc12 ?
TRHR ag: 0.3; mIDH1 inhibitor: -11.5%; TrxR1 substrate: 61.7%[activator]; D2 ag: -0.4; D2 antagonist: 6.3; USP1 inh: -13.1%; Pin1 inh: inconclusive; TrxR1 inh: 6.7%; TRHR enhancer: -0.5

How did CCCCn1c(C(C)NC(=O)COC)nc2ccccc21 (stereo not given) do in these assays?
TRHR ag: -0.1; mIDH1 inhibitor: 13.9%; TrxR1 substrate: -5.7%; D2 ag: 1.0; D2 antagonist: 4.2; USP1 inh: -3.8%; Pin1 inh: -6.1%; TrxR1 inh: 6.2%; TRHR enhancer: -3.9

How did CN(C(=O)c1ccc(COc2ccccc2Cl)o1)c1ccccc1 do in these assays?
TRHR ag: -0.5; mIDH1 inhibitor: 1.9%; TrxR1 substrate: -3.9%; D2 ag: -0.8; D2 antagonist: 20.0; USP1 inh: -5.3%; Pin1 inh: inconclusive; TrxR1 inh: -12.0%; TRHR enhancer: 6.5

What do the screens show for `O=C(NCC(c1cccs1)N1CCOCC1)c1ccccc1NS(=O)(=O)c1ccc(Br)cc1` (stereo not given)?
TRHR ag: 0.0; mIDH1 inhibitor: 6.2%; TrxR1 substrate: 9.0%; D2 ag: -0.9; D2 antagonist: 6.2; USP1 inh: -12.2%; Pin1 inh: inconclusive; TrxR1 inh: -0.9%; TRHR enhancer: -6.8

Results for C/C(=N\NC(=O)CNc1cccc(C(F)(F)F)c1)c1cccc(Br)c1 ?
TRHR ag: 0.1; mIDH1 inhibitor: -2.6%; TrxR1 substrate: 0.3%; USP1 inh: -11.2%; Pin1 inh: inconclusive; TrxR1 inh: 12.5%[11.4 µM]; TRHR enhancer: 11.3

How did Cc1nc2ccccc2nc1OCC(=O)NCc1ccc2c(c1)OCO2 do in these assays?
TRHR ag: -0.3; mIDH1 inhibitor: 1.9%; TrxR1 substrate: -6.7%; D2 ag: -0.2; D2 antagonist: -29.8; USP1 inh: -8.6%; Pin1 inh: 32.6%[activator]; TrxR1 inh: -16.0%; TRHR enhancer: -13.7

Results for O=C(Cc1ccc(NS(=O)(=O)c2ccc(F)cc2)cc1)NCc1cccnc1 ?
TRHR ag: 1.0; mIDH1 inhibitor: 0.0%; TrxR1 substrate: 0.0%; D2 ag: 0.7; D2 antagonist: 5.5; USP1 inh: -11.3%; Pin1 inh: -2.0%; TrxR1 inh: 6.6%; TRHR enhancer: 3.7

What do the screens show for `COCCn1c(SCC(=O)NC(=O)NC(C)(C)C)nc2ccccc21`?
TRHR ag: 0.5; mIDH1 inhibitor: 0.9%; TrxR1 substrate: 6.6%[57.1 µM]; D2 ag: -1.3; D2 antagonist: -1.1; USP1 inh: -18.7%; Pin1 inh: -2.8%; TrxR1 inh: 8.3%[57.1 µM]; TRHR enhancer: 5.8

Looked up one by one from above:
How did CC(C)(C)c1ccc2c(c1)OC(C(=O)N/N=C\c1ccncc1)CO2 (stereo not given) do in these assays?
TRHR ag: 0.8; mIDH1 inhibitor: 3.5%; TrxR1 substrate: 8.5%[57.1 µM]; D2 ag: 4.1; D2 antagonist: 3.1; USP1 inh: -22.0%; Pin1 inh: -0.8%; TrxR1 inh: 29.8%[57.1 µM]; TRHR enhancer: -0.5

Results for O=C(COC(=O)c1ccccc1)Nc1ccc2[nH]c(=O)[nH]c2c1 ?
TRHR ag: 0.7; mIDH1 inhibitor: 6.4%; TrxR1 substrate: -4.1%[57.1 µM]; USP1 inh: -6.2%; Pin1 inh: -0.7%; TrxR1 inh: 4.4%; TRHR enhancer: 5.4

Source: PubChem BioAssay
